From PubChem BioAssay
TNAP activation fold: human TNAP enzyme activators, primary screen, biochemical, luminescent, no phosphate acceptor, uHTS (AID 1001) | purified TNAP, luminescent activation assay, no phosphate acceptor; higher activation fold means a stronger effect | one-dose activation fold at 20 µM; EC50 in µM for titrated hits | 200,000 tested, 0.03% active; in the data active = activation fold from about 3, or a potency from the dose series; inactive = the rest, 99 in 100 with activation fold below about 1.6; note: many of its hits are not listed in these tables
WT yeast gro inh: growth inhibition of WT yeast, mitochondrial fusion screen | inhibition, % at 10 µM | 190,000 tested, 2.1% active | mitochondrial fusion phenotypic screen, WT strain; in the data active = inhibition above about 58%; tested in S. cerevisiae
human PMI inhibition: MPI enzyme activity inhibition – biochemical, fluorescence intensity, coupled assay, primary screen (AID 1209); purified PMI enzyme, coupled fluorescence intensity; higher % means a stronger effect; inhibition, % at 20 µM, or IC50 in µM where a hit was titrated; 190,000 tested, 0.42% active;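 note: plate controls were DMSO vehicle for no effect and wells lacking substrate for full effect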
PMI inhibition: human PMI inhibitors, high substrate, primary screen, biochemical, fluorescence intensity, high mannose 6-phosphate (AID 1220); recombinant PMI enzyme, coupled fluorescence intensity; higher % means a stronger effect; inhibition, % at 20 µM, or IC50 in µM where a hit was titrated; 190,000 tested, 0.66% active
M1AAP inhibition: malaria alanyl aminopeptidase activity blockers – biochemical, fluorogenic H-Leu-NHMec substrate, 1536-well (AID 1445) | recombinant M1AAP, H-Leu-NHMec fluorogenic kinetic assay; higher % means a stronger effect | inhibition, % at 30 µM; hits with a dose series show IC50 in µM | 220,000 tested, 0.42% active;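 active = primary inhibition above the hit cutoff, then over 50% inhibition at one or more dose response concentrations, cut at about 23% in these data, passing the limit was not always enough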;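 note: plate controls were DMSO full reaction for no effect and no enzyme background for full effect; strong numbers were not always called active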
ER stress rescue: protection against thapsigargin-triggered cell killing – 384-well, CSM14.1, ATP luminescence, primary screen (AID 1222); one-dose cellular ATP content (survival), % at 20 µM; EC50 in µM for titrated hits; 190,000 tested, under 10 active; CSM14.1 thapsigargin-induced death rescue, ATP luminescence; higher % means a stronger effect;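 active = EC50 below 50 µM in the dose-response confirmation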;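 note: death triggered by thapsigargin at about 15 µM added after 2 h compound pretreatment; cell ATP read after overnight thapsigargin exposure of roughly 18 to 22 hours; normalized against plate controls of thapsigargin alone and 5% DMSO vehicle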
Myeloid diff 2: compounds promoting myeloid differentiation. ER-HoxA9 myeloid progenitors, lysozyme-GFP differentiation, flow cytometry. calls only at 10 µM. 360,000 tested, 1% active. AID 624256;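 active = normalized GFP-positive differentiation at or above the plate's own cutoff, the solvent-only control mean plus 3 SD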;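 note: cells exposed to compound for four days before flow analysis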
UTI89 phage lysis: protection from phage-mediated lysis, alamar blue read-out – E. coli UTI89, K1F phage, bacterial capsule biogenesis inhibitors (AID 488966); E. coli UTI89 K1F phage lysis, alamar blue, 2 h; higher % means a stronger effect; inhibition, % at 100 µM, or IC50 in µM where a hit was titrated; 340,000 tested, 0.02% active;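 active = phage lysis inhibition, versus mean bacterial control, above a set limit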;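 note: capsule biogenesis inhibitors block K1F phage lysis so surviving cells raise fluorescence; higher fluorescence means more inhibition of phage lysis; actives were called in the ten point dose series up to 300 µM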
Lipid droplet: hepatic lipid droplet formation modulation; AML12 mouse hepatocytes, oleate lipid droplets, BODIPY imaging; inhibition, % at 6.5 µM; 240,000 tested, 0.4% active; AID 1656;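 active = lipid droplet intensity inhibited by at least 50%, with more than 500 cells counted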
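Technique: fluorescence imaging, 20x objective, two fields per well / Assay system: AML12 hepatocytes (mouse) / Measure: % inhibition of lipid droplet signal / Doses: 6.5 µM single-point dosing / Incubation: overnight exposure / Reagent: 100 µM oleic acid challenge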
WT yeast gro inh mutant strain: further read-out of WT yeast gro inh, marked with its call; inhibition, %; mitochondrial fusion phenotypic screen, mutant strain inhibition
Lipid droplet cells 6.5 µM: also measured in Lipid droplet; calls as there; cell count; measured here: cell count, cytotoxicity flag;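 cells counted across two imaged fields per well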
Myeloid diff 2 GFP+ MAC1+ %: recorded beside Myeloid diff 2, whose call it bears; GFP+ MAC1+ double positive, %; measured here: differentiation confirmed by MAC1 staining
Starred values were filed as active, the others as inactive; & = joins results of further samples; [ ] = dose if it differs, or a comment. Cut-off read from the data, not from the text of the source, unless noted: active = inhibition above about 50%; inactive = the rest.

Screening Nc1c(Cl)ncnc1NCCO returned TNAP activation fold 1.1, WT yeast gro inh -20, human PMI inhibition 3%, PMI inhibition -4%, M1AAP inhibition 4%&0%, ER stress rescue 1.8%, Myeloid diff 2 inactive, UTI89 phage lysis -0.6%, Lipid droplet -12&-11, WT yeast gro inh mutant strain -10, Lipid droplet cells 6.5 µM 619&608 and Myeloid diff 2 GFP+ MAC1+ % 0.7.
For NC(=S)N/N=C/c1ccccc1 the results were TNAP activation fold 1.2, WT yeast gro inh 33, human PMI inhibition 11%, PMI inhibition 4%, M1AAP inhibition -1%, ER stress rescue 0.3%, Myeloid diff 2 inactive, UTI89 phage lysis 4.1%[50 µM], Lipid droplet 7, WT yeast gro inh mutant strain 25, Lipid droplet cells 6.5 µM 638 and Myeloid diff 2 GFP+ MAC1+ % 0.3.
`COc1cc(NS(=O)(=O)c2ccc(NC(=S)NC(=O)c3sc4cc(F)ccc4c3Cl)cc2)nc(OC)n1` gave TNAP activation fold 0.9, WT yeast gro inh 1, human PMI inhibition 28%, PMI inhibition -1%, M1AAP inhibition 7%, ER stress rescue -0.3%, Myeloid diff 2 inactive, UTI89 phage lysis 0.0%, Lipid droplet -10, WT yeast gro inh mutant strain -5, Lipid droplet cells 6.5 µM 669 and Myeloid diff 2 GFP+ MAC1+ % 0.5.
Screening Cc1[nH]n2c(=O)c3c(nc2c1-c1ccccc1)CCCC3 returned TNAP activation fold 1.1, WT yeast gro inh -7, human PMI inhibition 4%, PMI inhibition 3%, M1AAP inhibition 1%, ER stress rescue -0.6%, Myeloid diff 2 inactive, UTI89 phage lysis -0.3%, WT yeast gro inh mutant strain -1 and Myeloid diff 2 GFP+ MAC1+ % 0.9.
`O=C(O)CC1COc2ccccc2N1C(=O)c1ccccc1Cl` (stereo unspecified) gave TNAP activation fold 1.1, WT yeast gro inh -7, human PMI inhibition -6%, PMI inhibition 2%, M1AAP inhibition 4%, ER stress rescue -0.4%, Myeloid diff 2 inactive, UTI89 phage lysis -1.5%, Lipid droplet 2, WT yeast gro inh mutant strain -4, Lipid droplet cells 6.5 µM 705 and Myeloid diff 2 GFP+ MAC1+ % 0.1.
For Cc1cc2c3c(c1)C1(C(=O)N3C(C)(C)CC2C)C(C#N)=C(N)OC2=C1C(=O)CC(C)(C)C2 (stereo unspecified) the results were TNAP activation fold 1.1, WT yeast gro inh -11, human PMI inhibition 7%, PMI inhibition 11%, M1AAP inhibition 4%, ER stress rescue -2.1%, Myeloid diff 2 inactive, UTI89 phage lysis 0.0%, Lipid droplet 20, WT yeast gro inh mutant strain 4, Lipid droplet cells 6.5 µM 746 and Myeloid diff 2 GFP+ MAC1+ % 1.7.
`COc1cc(C)ccc1N(CCCN1C(=O)c2cccc3cccc(c23)C1=O)C(=O)c1cccs1` gave TNAP activation fold 1.1, WT yeast gro inh 13, human PMI inhibition 14%, PMI inhibition 2%, M1AAP inhibition 4%, ER stress rescue -1.1%, Myeloid diff 2 inactive, UTI89 phage lysis 5.1%, Lipid droplet 21, WT yeast gro inh mutant strain 6, Lipid droplet cells 6.5 µM 630 and Myeloid diff 2 GFP+ MAC1+ % 0.7.
`CCCCNC(=O)N(c1c(N)n(Cc2ccccc2)c(=O)[nH]c1=O)C1CCCC1` gave TNAP activation fold 1, WT yeast gro inh -21, human PMI inhibition 4%, PMI inhibition 13%, M1AAP inhibition -2%, ER stress rescue -0.3%, Myeloid diff 2 inactive, UTI89 phage lysis 0.2%, Lipid droplet 22, WT yeast gro inh mutant strain 7, Lipid droplet cells 6.5 µM 672 and Myeloid diff 2 GFP+ MAC1+ % 0.5.
`O=C(O)C1CCCCC1C(=O)NCc1ccccn1` (stereo unspecified) gave TNAP activation fold 1.1, WT yeast gro inh 3, human PMI inhibition -2%, PMI inhibition -2%, M1AAP inhibition -5%, ER stress rescue -0.6%, Myeloid diff 2 inactive, UTI89 phage lysis -0.4%, Lipid droplet 15, WT yeast gro inh mutant strain -7, Lipid droplet cells 6.5 µM 572 and Myeloid diff 2 GFP+ MAC1+ % 0.4.
Cn1c(=O)c2c(nc(CN3CCN(C(=O)c4ccco4)CC3)n2Cc2ccccc2F)n(C)c1=O was read as TNAP activation fold 1.1, WT yeast gro inh 12, human PMI inhibition 13%, PMI inhibition 13%, M1AAP inhibition 10%, ER stress rescue 0.2%, Myeloid diff 2 inactive, UTI89 phage lysis -0.9%, WT yeast gro inh mutant strain 5 and Myeloid diff 2 GFP+ MAC1+ % 3.5.
For O=C(COc1c(Cl)cccc1Cl)NN1C(=O)CSC1=S the results were TNAP activation fold 1.1, WT yeast gro inh -9, human PMI inhibition 0%, PMI inhibition 0%, M1AAP inhibition 3%, Myeloid diff 2 inactive, UTI89 phage lysis 0.1%, Lipid droplet 0, WT yeast gro inh mutant strain 12, Lipid droplet cells 6.5 µM 714 and Myeloid diff 2 GFP+ MAC1+ % 0.3.
`COc1ccc(NC(C)C(=O)N/N=C/c2cc(Br)ccc2OC)cc1` (stereo unspecified) gave TNAP activation fold 1.1, WT yeast gro inh -11, human PMI inhibition 12%, PMI inhibition 37%, M1AAP inhibition 9%, ER stress rescue -1.7%, Myeloid diff 2 inactive, UTI89 phage lysis -2.4%, Lipid droplet 2, WT yeast gro inh mutant strain -15, Lipid droplet cells 6.5 µM 711 and Myeloid diff 2 GFP+ MAC1+ % 0.0.
`CC(C)(C)NC(=O)C(c1cccs1)N(Cc1ccc(F)cc1)C(=O)c1csnn1` (stereo unspecified) gave TNAP activation fold 1.1, WT yeast gro inh 13, human PMI inhibition 1%, PMI inhibition -5%, M1AAP inhibition -1%, ER stress rescue 5.5%, Myeloid diff 2 inactive, UTI89 phage lysis -1.2%, Lipid droplet -19, WT yeast gro inh mutant strain -4, Lipid droplet cells 6.5 µM 643 and Myeloid diff 2 GFP+ MAC1+ % 0.7.
`O=C(NCCN1CCOCC1)c1cc(-c2ccc(Cl)cc2)on1` gave TNAP activation fold 1.1, WT yeast gro inh -18, human PMI inhibition -2%, PMI inhibition -7%, M1AAP inhibition 11%, ER stress rescue -1.9%, Myeloid diff 2 inactive, UTI89 phage lysis 6.4%, WT yeast gro inh mutant strain -6 and Myeloid diff 2 GFP+ MAC1+ % 0.3.
For CCN1CCN(c2ncc(C(=O)N3CCCc4ccccc43)c3ccccc23)CC1 the results were TNAP activation fold 1, WT yeast gro inh 4, human PMI inhibition 16%, PMI inhibition 17%, M1AAP inhibition 2%, ER stress rescue -3.5%, Myeloid diff 2 inactive, UTI89 phage lysis 1.6%, Lipid droplet -12, WT yeast gro inh mutant strain -12, Lipid droplet cells 6.5 µM 718 and Myeloid diff 2 GFP+ MAC1+ % 0.4.
COc1ccc(N2CCN(C(=O)COCC(=O)O)CC2)cc1 was read as TNAP activation fold 1, WT yeast gro inh 4, human PMI inhibition -11%, PMI inhibition -1%, M1AAP inhibition 1%, ER stress rescue -0.4%, Myeloid diff 2 inactive, UTI89 phage lysis 0.1%, Lipid droplet -15, WT yeast gro inh mutant strain -3, Lipid droplet cells 6.5 µM 600 and Myeloid diff 2 GFP+ MAC1+ % 0.4.
For CCOC(=O)C1=C(CC)Nc2ccccc2N=C1NC(=O)c1ccc(OC)c(S(=O)(=O)N2CCCCC2C)c1 (stereo unspecified) the results were TNAP activation fold 1.1, WT yeast gro inh -4, human PMI inhibition 8%, PMI inhibition 9%, M1AAP inhibition 8%, ER stress rescue 0.6%, Myeloid diff 2 inactive, UTI89 phage lysis 0.9%, Lipid droplet 8, WT yeast gro inh mutant strain 12, Lipid droplet cells 6.5 µM 706 and Myeloid diff 2 GFP+ MAC1+ % 0.2.
`O=C(O)CCC(=O)Nc1ccc(C(=O)OCC(=O)c2ccc(Cl)cc2Cl)cc1` gave TNAP activation fold 1, WT yeast gro inh 7, human PMI inhibition 11%, PMI inhibition 6%, M1AAP inhibition 2%, ER stress rescue 1.1%, Myeloid diff 2 inactive, UTI89 phage lysis -1.5%, Lipid droplet -32, WT yeast gro inh mutant strain 8, Lipid droplet cells 6.5 µM 713 and Myeloid diff 2 GFP+ MAC1+ % 0.2.
For CCNCc1nc2cc(Cl)ccc2c(=O)[nH]1 the results were TNAP activation fold 1.1, WT yeast gro inh 0, human PMI inhibition -4%, PMI inhibition -8%, M1AAP inhibition 0%, ER stress rescue -0.9%, Myeloid diff 2 inactive, UTI89 phage lysis -3.3%, Lipid droplet -2, WT yeast gro inh mutant strain -6, Lipid droplet cells 6.5 µM 718 and Myeloid diff 2 GFP+ MAC1+ % 0.4.
Screening CC(NCC(O)COC1CCC(C(C)(C)C)CC1)c1ccccc1 (stereo unspecified) returned TNAP activation fold 1.1, WT yeast gro inh 72*, human PMI inhibition -6%, PMI inhibition -1%, M1AAP inhibition 3%, ER stress rescue -1.8%, Myeloid diff 2 inactive, UTI89 phage lysis 0.2%, Lipid droplet -13, WT yeast gro inh mutant strain 62*, Lipid droplet cells 6.5 µM 765 and Myeloid diff 2 GFP+ MAC1+ % 0.1.
For CCC(C)(C)n1nnnc1CN(Cc1cccs1)Cc1cc2cc(OC)ccc2[nH]c1=O the results were TNAP activation fold 0.9, WT yeast gro inh 12, human PMI inhibition 12%, PMI inhibition 19%, M1AAP inhibition 7%, ER stress rescue -1.1%, Myeloid diff 2 inactive, UTI89 phage lysis 0.2%, WT yeast gro inh mutant strain 16 and Myeloid diff 2 GFP+ MAC1+ % 1.3.
`Nc1ccc(/C=C/c2ccc3ncccc3c2)cc1` gave M1AAP inhibition 0%, Myeloid diff 2 inactive, UTI89 phage lysis 0.2%, Lipid droplet 12, Lipid droplet cells 6.5 µM 591 and Myeloid diff 2 GFP+ MAC1+ % 0.4.
CCCc1nn(C)c(C(=O)Nc2cccc(Cl)c2)c1Cl was read as TNAP activation fold 1, WT yeast gro inh 5, human PMI inhibition 1%, PMI inhibition 1%, M1AAP inhibition -5%, ER stress rescue 0.4%, Myeloid diff 2 inactive, UTI89 phage lysis 2.0%[50 µM], Lipid droplet 0, WT yeast gro inh mutant strain -3, Lipid droplet cells 6.5 µM 693 and Myeloid diff 2 GFP+ MAC1+ % 0.2.

An unsorted share of the library; about 4.6% have a hit in one of these screens.
